Screening data deposited in PubChem by National Center for Advancing Translational Sciences (NCATS).
UDG counter = UDG inhibition counter-screen; AID 1347430; 91,000 compounds, 0.14% hits; Potency, µM (highest dose often 115 µM), for inactives: at the top dose activity change, negative = inhibition, most hits filed as inhibitors; FRET deamination/UDG coupled assay, UDG read, 4 h; note: nearly all actives have a fitted effect of over 65% in size
AID inh = inhibitors of human activation induced cytidine deaminase; Potency, µM (titrated, usually from 115 µM), inactives show at the highest dose activity change, negative = inhibition, actives largely listed as inhibitors; 91,000 compounds, 0.32% hits; AID deamination FRET fluorescence, UDG-coupled, 4 h; AID 1347428; Q9GZX7; note: nearly all actives have a fitted effect of over 25% in size
Target sequence (Q9GZX7 whole entry, looked up): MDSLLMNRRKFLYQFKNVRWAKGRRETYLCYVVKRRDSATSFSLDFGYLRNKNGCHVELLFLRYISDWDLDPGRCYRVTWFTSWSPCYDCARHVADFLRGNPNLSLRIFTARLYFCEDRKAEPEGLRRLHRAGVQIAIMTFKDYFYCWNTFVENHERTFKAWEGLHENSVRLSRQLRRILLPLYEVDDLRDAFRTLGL
* hit, by the source's call; ? = inconclusive; [ ] = dose if it differs, or a comment. Calls come from the whole dose curve; as a rule, active = well fitted curve in the direction sought with a large enough effect; inconclusive = small, poorly fitted or top-dose-only effect, or another doubt; inactive = no such curve, though single readings can be large; an effect the other way counts as inactive or inconclusive. % is set by controls: 0 for no effect and ±100 for the full control effect; potency is the fitted concentration of half-maximal effect. An excerpt (hit frequency here may not be typical).

SMILES	UDG counter	AID inh
CCc1ccc2c(CN(C)Cc3nc4ccccc4c(=O)[nH]3)cc(=O)oc2c1	0.6%	-6.3%
COCCn1c(SCc2ccc3c(c2)OCO3)nnc1-c1ccc(Cl)cc1	3.9%	0.1%
Cc1cccc(-c2noc(CN(C(=O)COc3ccc(C(C)C)cc3)C(C)C)n2)c1	-19.0%	?
O=C(COc1cccc(Br)c1)Nc1ccc(NC(=O)C2CC2)cc1	0.8%	1.9%
O=c1cc(-c2ccccc2)nc2n(Cc3cccc(F)c3)c3ccccc3n12	-3.4%	-6.4%
Cc1cn(C)c(CC(=O)N2CCN(c3cccc(Cl)c3)CC2)c1C(=O)O	9.9%	4.6%
Cc1ccccc1CNC(=O)COC(=O)c1ccc2c(c1)NC(=O)CS2	-0.8%	-1.2%
O=C(NCC1COc2ccccc2O1)c1cccc(S(=O)(=O)N2CCN(c3ccccc3)CC2)c1 (configuration not stated)	-10.9%	-2.1%
CCc1cnc2c(c1SCC(=O)Nc1ccc(OC)c(OC)c1)c(=O)n(C)c(=O)n2C	3.3%	-16.2%
O=C(Cn1nc(C(F)(F)F)c2c1CCCC2)Nc1ccc(F)c(Cl)c1	-7.6%	-23.5%
CCn1nnc2cc(C(=O)Nc3ccc(Cl)cc3C)ccc21	-21.6%[57.5 µM]	12.3%
CCCCCSc1nc2c(c(=O)[nH]c(=O)n2C)n1Cc1cccc(Br)c1	2.5%	-14.4%
O=C(COCc1cc(-c2ccc3c(c2)OCO3)on1)Nc1cc(Cl)ccc1Cl	-4.7%	-6.2%
O=C(CSc1ncnc2nc[nH]c12)Nc1ccccc1F	34.6%[activator]	3.3%
COc1ccc(OC)c2sc(N3CCN(C(=O)c4ccco4)CC3)nc12	-4.7%	8.0%
CCC(=O)Nc1ccc(-c2nc3ncccc3o2)cc1C	-3.5%	19.9%
Cc1ccc(-c2ccc(/C=C(\C#N)C(=O)NC(C)(C)C)o2)cc1	-7.3%	-8.2%
O=C(CN1CCN(CC(=O)c2c[nH]c3ccccc23)CC1)NC1CC1	-16.7%	1.6%
COc1ccc(-c2coc3c2c(C)cc2oc(=O)c(C)c(C)c23)cc1	17.8%	-7.0%
Cc1cccc(C(=O)N2CCc3cc(CNC(=O)c4cc5ccccc5[nH]4)ccc32)c1	0.0%	-5.8%
FC(F)(F)c1cccc(Oc2ncnc3sc(-c4ccccc4)cc23)c1	-7.8%	-7.9%
COc1ccccc1OCCCn1c(-c2ccc(Cl)cc2)nc2ccccc2c1=O	3.9%	5.4%
CCCCSCCCNC(=O)c1ccc2c(c1)N(Cc1cccc(Cl)c1)C(=O)c1ccccc1S2=O (configuration not stated)	-13.5%	-15.3%
Cc1ccc(CCC(=O)N(C)Cc2cccs2)cc1	-7.9%	-13.1%
CC(C)(C)N=C1NN=C(c2c[nH]c3ccccc23)CS1	1.7%	-5.0%
NC1(C(=O)O)CCOCC1	-4.8%	1.3%
O=C(N/N=C/c1cccc(Cl)c1)c1cccs1	-3.9%	-1.4%
CN(CCO)C(=O)c1nc(-c2ccc3cc[nH]c3c2)no1	-15.1%	12.8%
CC(C)Oc1ccc(CNS(=O)(=O)c2csc(C(N)=O)c2)cc1	16.1%	-1.7%
Cc1ccc(Cn2c(=O)n(-c3cccc(C(F)(F)F)c3)c(=O)c3c(C)c(C)sc32)c(C)c1	-20.3%	12.9%
Cc1ccc(C(=O)/C(C#N)=C/c2ccc(OCc3ccccc3Cl)cc2)cc1	-6.5%	?
N#Cc1c(N)n(-c2cccc(Cl)c2)c2nc3ccccc3nc12	1.9%	94.4%[activator]
N#Cc1ccc(F)c(CSc2ccccn2)c1	-5.1%	-7.0%
CCCCn1c(SCC(=O)N2CCOc3ccc(C)cc32)nc2ccsc2c1=O	4.2%	-20.6%
c1ccc(Cc2nnc(SCc3nc(-c4cccs4)no3)n2-c2ccccc2)cc1	?	?
Cc1cc(C)c(NC(=O)C(C)n2nc(-c3ccc(C)c(C)c3)ccc2=O)c(C)c1 (configuration not stated)	5.5%	5.3%
COc1cccc(CN2C(=O)c3ccccc3Sc3ccc(C(=O)NCCc4ccc(Cl)cc4)cc32)c1	-0.7%	-11.3%
CCc1ccc(NC(=O)N2c3ccccc3Sc3ccccc32)cc1	4.0%	37.1%[activator]
N#Cc1c(-c2ccccc2)cc(-c2ccccc2)nc1SCC(=O)Nc1ccc(Cl)cc1	-6.2%	6.0%
O=C(NCc1ccc2c(c1)CCN2C(=O)c1ccncc1)c1ccccc1Cl	39.2%[activator]	10.4%
CCn1c(C)c(C)c2cc(C(=O)NCCCN3CCCCC3)ccc21	2.4%	2.7%
O=C(Nc1ccccc1Cl)C1Sc2nnc(-c3ccccc3)n2NC12CCCC2 (configuration not stated)	-8.2%	-8.2%
C=CCOc1ccc(/C=C(\C(=O)c2ccc(OCC)cc2)c2nc3ccccc3s2)cc1	1.9%	80.0%[activator]
Cc1oc(-c2cccs2)nc1CN(CC(N)=O)C(C)C	0.9%	0.5%
O=C(C1=C(c2ccccc2)SCCO1)N(Cc1ccco1)C1CCS(=O)(=O)C1 (configuration not stated)	1.6%	-2.0%
COc1ccc(OC)c(NC(=O)CSc2nc(=O)n(CCN(C)C)c3c2CCC3)c1	-0.8%	-2.5%
O=C(O)/C(=C\c1ccc(OCc2ccccc2)cc1)NC(=O)c1ccccc1	7.5%	-1.4%
CCOc1ccc(-c2nc(Cn3nnc(C(=O)Nc4ccccc4F)c3N)c(C)o2)cc1	2.5%	8.3%
CCOc1ccc(Nc2nc3ccccc3nc2NS(=O)(=O)c2ccc(NC(C)=O)cc2)cc1	-2.0%	-17.2%
Cc1cc(C)n(-c2nnc(Nc3ccc(C)c(Cl)c3)c3ccccc23)n1	-22.9%	1.5%

(continued)
SMILES	UDG counter	AID inh
Cc1cn2c(=O)cc(COc3ccccc3NC(=O)c3ccco3)nc2s1	-3.0%	36.9%[activator]
CS(=O)(=O)NCC(c1ccco1)N1CCN(c2ccc(F)cc2)CC1 (configuration not stated)	-12.3%[57.5 µM]	-0.3%
Cc1ccc(C2C(C#N)=C(N)OC3=C2C(=O)CC(C)(C)C3)cc1 (configuration not stated)	-0.9%	-0.2%
O=C(c1ccc(Cl)cc1)n1nc(-c2ccco2)nc1NCc1cccs1	2.6%	13.1%
CC(=O)N1CCc2cc(Br)cc(S(=O)(=O)N3CCN(c4cc(C)ccc4C)CC3)c21	-3.0%	10.0%
COc1ncccc1CNC(=O)c1cnn(-c2ccc(F)cc2)c1-n1cccc1	2.0%	-3.3%
COc1ccc(-c2cc(C(F)(F)F)nc(SCCC(=O)Nc3cccc(O)c3)n2)cc1	9.0%	6.7%
COC(=O)c1ccc(C(=O)NCC2CCC2)cc1	10.6%	-3.8%
CC(=O)Nc1ccc(Nc2ncnc3sc4c(c23)CCCC4)cc1	-9.6%	25.0%
Cc1cccc(-c2noc(-c3ccc(NCc4ccccc4)c([N+](=O)[O-])c3)n2)c1	31.4%[activator]	1.1%
C=CCC(C)(C)NC(C)c1ccccc1 (configuration not stated)	-6.2%	-1.0%
CCOC(=O)c1ccc(N2CCN(C(C)=O)CC2)c(NC(=O)c2ccc(-c3ccccc3)cc2)c1	-4.7%	-9.0%
COc1cc(NC(=O)COCc2cc(-c3ccc(F)cc3)on2)cc(OC)c1OC	3.4%	-13.6%
O=C(Nc1cccc(C(F)(F)F)c1)c1noc2c1CCc1ccccc1-2	0.0%	-5.0%
CCNCc1ccc(-c2ccc(Br)cc2C)o1	-12.2%	-28.2%
COc1ccc(N2CCN(Cc3nnc(-c4ccc5c(c4)OCO5)o3)CC2)cc1	-7.6%	13.5%
COCCCNc1nc2c(S(=O)(=O)c3ccccc3)nnn2c2ccc(Cl)cc12	-5.8%	5.6%
Cc1oc2ccc(O)c(CN3CCCC3)c2c1C(=O)Nc1ccccc1	24.8%	15.6%
Cc1cccc(N2CCN(C(=O)CCc3c(C)nc4ncnn4c3C)CC2)c1C	0.9%	-7.1%
Cc1cccc2c1NC(C)CC2C (configuration not stated)	-5.9%	-4.8%
CC(C)OCc1ccc(C(=O)Nc2cccc(OC(F)(F)F)c2)cc1	4.5%	-4.0%
CSc1ccccc1-c1nnc(NC(=O)c2ccc3c(c2)OCCO3)o1	-8.0%	0.9%
CCCCCCCCC(=O)NCCC1=CCCCC1	2.6%	-5.1%
CCOC(=O)c1c(NC(=O)COc2cccc(C)c2C)sc2c1CCC(CC)C2 (configuration not stated)	10.3%[57.5 µM]	-1.5%[57.5 µM]
CN(Cc1ccccc1)c1ccc2cc(S(=O)(=O)N3CCCCC3)ccc2n1	-4.9%[57.5 µM]	-1.1%
N#Cc1ccccc1COC(=O)c1ccc(OC(F)F)cc1	5.8%	6.2%
O=C(Cc1cccs1)NC1CC(=O)N(c2cccc(F)c2)C1 (configuration not stated)	-1.6%	14.6%
Cc1cc(C)n(-c2nc3ccccc3nc2Nc2cc(C(=O)O)ccc2C)n1	0.0%	-21.4%
Cc1ccc(-c2cc(Nc3cccc(C)c3)nc(C)n2)cc1	-15.2%	-23.2%
CC(C)c1ccc2oc(-c3cc(NC(=O)c4cccs4)ccc3Cl)nc2c1	-6.5%	?
Cc1c(Cl)cccc1NC(=O)CSc1ncc2c(n1)-c1ccccc1N(C)S2(=O)=O	-10.0%	85.8%[activator]
Cc1nn(-c2nc(-c3ccc(F)cc3)cc(C(F)(F)F)n2)c(C)c1Br	-13.8%	6.2%
CN(Cc1ccccc1)c1ccc(-c2nc(-c3ccco3)no2)cc1[N+](=O)[O-]	-21.2%	-9.5%
COc1ccccc1N1CCN(S(=O)(=O)c2c(C)sc3ncn(CC(=O)Nc4ccccc4F)c(=O)c23)CC1	-2.0%	6.3%
Cc1nn(CCCC(=O)NCc2ccccc2)c(=O)c2c1sc1ccccc12	-5.0%	-0.9%
O=C(CSc1nnc(-c2ccc(O)cc2)o1)c1ccc(Br)cc1	-0.4%	8.3%
CCc1ccc(C2C(C#N)=C(N)OC3=C2C(=O)CC(C)(C)C3)cc1 (configuration not stated)	-8.2%	-6.9%
Cn1ccc2c(OCC(=O)NCc3ccccc3)cccc2c1=O	-15.1%	-3.3%
COc1cc(/C=N/O)cc(Br)c1OCc1ccc(C(=O)O)cc1	4.4%	-7.0%
Cc1cccc(N(C)C(=O)C(Cc2ccccc2)NS(=O)(=O)c2cccc3nsnc23)c1 (configuration not stated)	0.2%	-20.2%
